NR2E3 ag-1 = NR2E3 (human) agonism; inhibition of corepressor binding, % at 4.78 µM; GST-NR2E3/biotin-RetCOR TR-FRET, 1536-well; AID 2300; 0.12% of 320,000 active; Q9Y5X4;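 active = percent inhibition above the cutoff of mean plus 3 SD of all tested compounds, set per screening campaign, cut at about 20% in these data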;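 also: 0% = DMSO wells and 100% = biotin wells as full block of FRET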
Target sequence (Q9Y5X4 whole entry, looked up): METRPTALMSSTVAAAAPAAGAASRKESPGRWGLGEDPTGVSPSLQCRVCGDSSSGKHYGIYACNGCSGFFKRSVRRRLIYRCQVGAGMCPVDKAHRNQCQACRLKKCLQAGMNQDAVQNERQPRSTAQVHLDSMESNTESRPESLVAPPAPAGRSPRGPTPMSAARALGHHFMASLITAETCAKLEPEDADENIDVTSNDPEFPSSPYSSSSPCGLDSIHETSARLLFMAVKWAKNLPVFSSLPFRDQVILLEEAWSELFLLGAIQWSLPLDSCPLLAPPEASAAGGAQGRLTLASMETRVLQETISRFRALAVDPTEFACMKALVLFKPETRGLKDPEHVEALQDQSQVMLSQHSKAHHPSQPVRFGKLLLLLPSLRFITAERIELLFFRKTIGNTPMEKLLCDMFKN
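Material: NR2E3–RetCOR corepressor complex / Amount: 1.35 nM GST-NR2E3 / Medium: Tris pH 7.5 / Compound: single nominal compound dose of 4.8 µM / Incubation: 5 h at 4 °C / Technique: TR-FRET, Eu(K)-anti-GST donor, streptavidin-D2 acceptor, ex 340, em 617/671 nm / Read-out basis: percent loss of FRET ratio relative to control wells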
MITF TRPM1 inh = inhibitors of MITF-driven TRPM1 promoter in melanoma cells; SK-MEL-5 TRPM1 promoter luciferase, 24 h; inhibition, % at 12.5 µM; 0.83% of 330,000 active; AID 488899;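 active = mean inhibition across replicates of 60% or more, whatever share of single replicates reaches that level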; also: values of inactives mirror those of a sister screen read the other way
HIF-2a block = inhibitors of HIF-2a | inhibition, % at 18.8 µM | AID 624352 | 786-0 RCC cells HIF-2a reporter, luciferase luminescence, overnight | 0.72% of 360,000 active;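 active = inhibition of the luminescence signal of 40% or more relative to plate controls, in a single-dose primary screen at 18.75 µM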
Peg3 prom inh = Peg3 promoter activity inhibition; HeLa PEG-Prom luciferase reporter, luminescence, overnight; inhibition, % at 20 µM; 1.7% of 360,000 active;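 active = inhibition of at least 50% at 20 µM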
NR2E3 ag-2 = agonists of human NR2E3 nuclear receptor; Q9Y5X4; CHO-S Gal4-NCOR/VP16-NR2E3 two-hybrid, luciferase; inhibition of corepressor binding, % at 3.98 µM; 0.35% of 360,000 active; AID 602229;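 active = inhibition above the mean of all tested compounds plus 3 SD, cut at about 70% in these data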;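 also: 0% = DMSO with NR2E3 transfected cells and 100% = cells lacking NR2E3 construct; higher means lower luciferase signal from less NR2E3 corepressor binding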
aDG glyco up = alpha-DG glycosylation activation; Pro5-aDG cells, alpha-DG glycosylation AlphaScreen (IIH6); 0% Pro5, 100% B10-LARGE cell signal; 0.22% of 360,000 active; activation, % at 10 µM;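 active = activation of at least 8% versus controls, or a plate z-score of at least 8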;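 also: Pro5 are CHO cells carrying HIG-tagged alpha-DG that lacks glycosylation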
CF NFkB block = inhibitors of cystic fibrosis induced NF-kB; 0.86% of 360,000 active; inhibition, % at 5 µM; KKLEB NF-kB-GFP reporter, PAF-induced, GFP fluorescence overnight;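 active = at least 50% inhibition at 5 µM, scaled per plate between neutral and stimulator controls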;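 also: PAF is a Pseudomonas aeruginosa culture filtrate used as stimulus; plate controls were PAF-stimulated DMSO wells for no effect and unstimulated DMSO wells for full effect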
Shn3 inh set2 = reduces Shn3 3'UTR luciferase signal in osteoblasts; Clone20 osteoblast Shn3 3'UTR firefly luciferase, 24 h; inhibition, % at 12.5 µM; 0.52% of 360,000 active;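 active = mean inhibition of at least 75% with every replicate also reaching 75%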;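 also: 0% = median of neutral control wells and 100% = pilot-screen positive control compound; some compounds past the cut are filed as inactive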
TWEAK-Fn14 inh = blocks TWEAK-Fn14 interaction in a reporter cell assay | AID 1159606 | inhibition, % at 10 µM | TWEAK-stimulated Fn14 reporter cells, luciferase luminescence, 8 h | 2% of 360,000 active; in the data active = inhibition above about 50%
hiPSC survival = increases survival of single human iPS cells; hiPSC single-cell survival, ATPlite luminescence; 100% = ROCK inhibitor wells, 0% = DMSO; survival enhancement, % at 20 µM; 0.044% of 360,000 active; AID 602274; in the data active = survival enhancement above about 18%;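 also: cells exposed to compounds for 16 hours before the ATP read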
KKLEB cytotox = CF airway cell cytotoxicity counter-screen; KKLEB CF airway cells viability, ATPlite luminescence, overnight; stronger effect = lower value; cells stimulated with P. aeruginosa culture filtrate; activity change (cytotoxicity), % at 5 µM; 0.36% of 360,000 active;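 active = corrected activity change at or below -50% at 5 µM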
* hit, by the source's call; nt = not tested or not shown.

SMILES	NR2E3 ag-1	MITF TRPM1 inh	HIF-2a block	Peg3 prom inh	NR2E3 ag-2	aDG glyco up	CF NFkB block	Shn3 inh set2	TWEAK-Fn14 inh	hiPSC survival	KKLEB cytotox
O=C1N=C(N2CCN(c3ccccc3)CC2)S/C1=C\c1cn[nH]c1-c1ccccc1	-1	19	1	50	0	-0.8	23	16	26	-1.5	10
CCOc1ccc(S(=O)(=O)N2CCCCC2)cc1NC(=O)C1CCCC1	nt	nt	3	22	-6	0.0	-3	11	-8	4.2	16
COc1ccc(CCn2c(S)nc3ccccc3c2=O)cc1	5	-1	-92	-48	-17	0.0	-19	-6	21	0.8	4
O=[N+]([O-])c1ccc(Cl)c(S(=O)(=O)Nc2cccc(-c3ccc(N4CCOCC4)nn3)c2)c1	4	-81	-218	-171	-38	-0.1	-34	-57	-23	-0.5	-10
CCOC(=O)CNc1c(-c2ccc(Cl)cc2)nc2cnccn12	4	-1	3	-15	-2	-0.2	-17	-9	18	1.2	7
O=C(CCCN1C(=O)c2ccccc2C1=O)Nc1ccccc1C(=O)N1CCOCC1	2	0	5	5	-7	-0.1	16	12	13	-0.7	-5
CCOC(=O)CC1COc2ccccc2N1C(=O)c1ccc(F)cc1 (stereo not drawn)	0	4	15	16	0	0.2	-3	-4	9	-0.3	4
CCCCCCN1CCN(C2CN(Cc3cn(Cc4ccccc4)nn3)S(=O)(=O)C2)CC1 (stereo not drawn)	nt	nt	3	nt	16	0.2	nt	nt	22	0.0	nt
CCOc1ccc(NC(=O)CN(C)C(=O)c2cccnc2Sc2ccc(C)c(C)c2)cc1OCC	4	-5	2	3	-21	0.7	11	8	33	0.3	-13
O=C(COc1ccccc1Cl)Nc1ccccc1C(=O)N1CCOCC1	1	-28	-46	-37	-28	0.1	-23	-3	-1	0.2	7
CN1/C(=C/c2cccc[n+]2CCO)Sc2ccccc21	2	14	25	24	-1	0.0	-3	-9	-20	-0.6	1
O=C(CSc1nc2ccccc2c(=O)n1NC(=O)Cc1ccccc1)NCc1ccco1	4	0	7	14	7	0.2	-1	20	10	2.7	2
CCc1ccc(C(=O)OCC(=O)NCC(F)(F)F)cc1	-1	18	4	0	20	-0.1	-10	2	-8	0.5	-2
C[C@@H]1CC[C@@]2(OC1)O[C@H]1C[C@H]3[C@@H]4CC=C5C[C@@H](O)[C@H](O)C[C@]5(C)C4CC[C@]3(C)[C@H]1[C@@H]2C (stereo partly drawn)	1	7	8	10	-14	0.5	9	-25	8	1.1	-3
O=[N+]([O-])/C(=C\Nc1ccc(F)cc1F)S(=O)(=O)c1ccccc1	-3	-7	-1	13	-27	-0.3	8	15	1	-0.4	4
C=CCSc1nc(C)c2cc(C)cc(C)c2n1	2	3	-6	5	-21	0.6	6	2	6	1.3	-2
Cc1ccc(C(=O)Nc2cccc(NC(=O)c3ccc(C)o3)n2)o1	-2	9	-31	-10	-96	0.1	-12	4	-19	-0.6	-8
COc1c(C(=O)NNC(=O)c2ccccc2)csc1Br	-3	-59	-260	-257	-81	0.1	-3	-100	-5	0.7	0
Cc1ccccc1N(CC(=O)NC(C)(C)C)C(=O)CS(=O)CC(=O)Nc1ccc2c(c1)OCO2 (stereo not drawn)	3	3	9	3	7	-0.2	-1	44	-2	0.2	-6
COc1ccc(C2NC(=S)NC(O)(C(F)(F)F)C2C(=O)c2cccs2)cc1 (stereo not drawn)	-1	2	5	3	-6	-0.1	-13	-42	-5	-1.5	4
CC(C(=O)NC1(C#N)CCCCC1)N(C)CC(=O)Nc1ccc(Cl)c(Cl)c1 (stereo not drawn)	2	-4	7	26	12	0.7	-19	22	9	-0.2	7
CC(=O)Nc1ccc2c(c1)Cc1ccc(Cl)cc1-2	nt	-47	-208	-191	2	-0.2	-3	-49	-14	2.7	-10
Cn1c(=O)n(C)c2cc(/C=N/NC(N)=S)ccc21	0	-2	6	1	-2	0.0	-9	3	0	0.8	2
O=C(NCN1CCOCC1)c1cnccn1	4	14	4	10	-8	-0.2	2	14	10	0.1	6
O=C(CCCc1ccccc1)NCc1ccc(F)cc1	0	8	-7	11	-41	4.8	9	-29	-3	-1.0	4
More structures.
SMILES	NR2E3 ag-1	MITF TRPM1 inh	HIF-2a block	Peg3 prom inh	NR2E3 ag-2	aDG glyco up	CF NFkB block	Shn3 inh set2	TWEAK-Fn14 inh	hiPSC survival	KKLEB cytotox
CN(c1ccccc1C(=O)Nc1cccnc1)S(C)(=O)=O	0	-6	25	17	-18	0.3	5	-5	1	-0.9	7
C=CCn1c(SCC(=O)c2c(N)n(C)c(=O)n(C)c2=O)nc2sc(C)c(C)c2c1=O	5	-6	-24	48	-2	-0.2	-8	10	-56	-0.4	7
O=C(Nc1ccc(Cl)cn1)c1ccccc1-c1ccccc1	nt	nt	8	-2	-8	0.0	1	-2	-20	-1.0	10
COC(=O)c1c(N)[nH]c(C(=O)c2ccccc2)c1-c1ccccc1Br	nt	nt	-39	nt	1	-0.5	nt	nt	21	-1.3	nt
CCC1(c2ccc(F)cc2)NC(=O)N(CC(=O)Nc2ccccc2Cl)C1=O (stereo not drawn)	3	19	2	2	-18	-0.1	-3	12	23	0.6	5
O=C1C[C@@H]2c3c(cccc3CN1Cc1ccccc1Br)C[C@@H](O)[C@H]2O	nt	-16	1	1	-15	0.0	-4	-9	0	1.7	-5
CC(C)NC(=S)N1CCN(S(=O)(=O)c2cccc(C(F)(F)F)c2)CC1	0	4	12	33	2	-0.2	2	-12	4	-2.2	-18
COC(=O)c1cc2occc2n1Cc1cccc(C)c1	4	8	13	25	-8	-0.1	-9	1	1	3.0	8
C[C@@H](NC(=O)[C@@H]1Cc2ccccc2CN1C(=O)OC(C)(C)C)C(=O)NCC1CCCO1 (stereo partly drawn)	1	1	14	8	11	-0.1	4	-12	14	0.0	-2
CC(C)OP(=O)(OC(C)C)C(O)c1cccc([N+](=O)[O-])c1 (stereo not drawn)	4	5	4	4	-7	0.1	19	5	3	-0.5	-8
CC(=O)OC1CC(c2cc(C(C)(C)C)c(O)c(C(C)(C)C)c2)=NO1 (stereo not drawn)	1	-7	28	24	-6	0.1	-14	11	-2	0.2	5
CCOC(=O)N1CCN(c2cc(=O)n(-c3cccc(Br)c3)c(=O)[nH]2)CC1	2	-4	20	4	0	0.2	-4	10	3	0.9	3
Cc1cc2nnc(SCC(=O)NCC3CCCO3)n2c2ccccc12 (stereo not drawn)	2	1	1	-2	-11	-0.3	4	-1	16	0.8	4
COc1ccc(-c2cc(C(=O)O)sc2C)cc1	1	-2	13	13	-26	-0.3	-4	1	-6	0.2	-20
Cc1cc(=O)n2nc(N3CCC(C(=O)NCc4ccc(F)cc4)CC3)sc2n1	0	-7	15	-3	-27	0.4	2	-21	-9	0.1	-2
Cc1cc(Nc2cccc(F)c2)n2nc(C)nc2n1	2	-1	3	1	-11	0.1	-12	-7	13	-0.1	12
COc1cccc(N2C(=NC(=O)C3CCCO3)SC3CS(=O)(=O)CC32)c1 (stereo not drawn)	-1	7	8	-5	-4	-0.2	21	-8	36	-0.5	5
COc1ccc(N2CCN(C(=O)COC(=O)CNC(=O)c3ccc(Cl)cc3Cl)CC2)cc1	-2	2	7	20	-34	0.1	-6	11	-2	1.2	4
O=C(OCc1ccccc1)N1C[C@H](O)[C@H](O)C[C@@H]1c1c(Cl)cccc1Br	nt	nt	-2	-15	2	-0.2	-10	-23	-13	1.9	-20
COc1ccc(-c2c(C3=CCCCC3)oc3ccc(-c4ccc5c(c4)OCO5)cc23)cn1	4	7	2	6	-14	-0.2	-1	17	-12	-2.2	-21
CCC(NC(=O)c1ccccc1NC(=O)c1ccccc1)C(=O)NNC(=O)c1cccnc1 (stereo not drawn)	-2	3	2	3	-23	0.0	-4	1	-12	2.5	-2
O=[N+]([O-])c1cccc(N=Cc2ccccc2)c1	nt	3	3	-2	0	0.0	15	3	2	6.8	-5
Cn1c(SCC(=O)NCc2ccc3c(c2)OCO3)nnc1C1COc2ccccc2O1 (stereo not drawn)	-1	0	19	8	-15	-0.2	-21	-12	-15	1.6	4
Cc1nc2ccccc2c(=O)n1NC(=O)c1cccc(Cl)c1	-5	16	10	2	-18	0.0	0	13	-7	-0.6	2
O=C(Nc1cccc(NC(=O)c2ccc(-c3cccc(Br)c3)o2)c1)c1ccco1	3	-19	-109	22	-38	-0.2	-11	21	28	0.0	15

Among those listed so far, these contain a CF3 group.
SMILES	NR2E3 ag-1	MITF TRPM1 inh	HIF-2a block	Peg3 prom inh	NR2E3 ag-2	aDG glyco up	CF NFkB block	Shn3 inh set2	TWEAK-Fn14 inh	hiPSC survival	KKLEB cytotox
CCc1ccc(C(=O)OCC(=O)NCC(F)(F)F)cc1	-1	18	4	0	20	-0.1	-10	2	-8	0.5	-2
COc1ccc(C2NC(=S)NC(O)(C(F)(F)F)C2C(=O)c2cccs2)cc1 (stereo not drawn)	-1	2	5	3	-6	-0.1	-13	-42	-5	-1.5	4
CC(C)NC(=S)N1CCN(S(=O)(=O)c2cccc(C(F)(F)F)c2)CC1	0	4	12	33	2	-0.2	2	-12	4	-2.2	-18

Following part
SMILES	NR2E3 ag-1	MITF TRPM1 inh	HIF-2a block	Peg3 prom inh	NR2E3 ag-2	aDG glyco up	CF NFkB block	Shn3 inh set2	TWEAK-Fn14 inh	hiPSC survival	KKLEB cytotox
Cc1ccc(-c2cc(-c3ccc4c(c3)OCO4)c(C#N)c(N)n2)o1	-3	2	11	13	-65	0.6	3	28	17	-3.6	-11
O=C(O)c1ccc(/C=N\Nc2ccccn2)cc1	-6	-51	-140	-72	-74	0.2	5	-33	-3	-0.6	4
CCOc1cccc(C(=O)Nc2cccc(C(=O)NC(C)(C)C)c2)c1	4	-2	4	3	2	0.0	12	14	8	-1.1	0
Cc1cccc(NC(=O)c2ccccc2OCC(=O)c2ccccc2)c1	2	-26	-76	-7	-4	0.2	-8	11	36	0.3	8
CCOCCc1nnc(NC(=O)c2cccc(F)c2)s1	0	-12	-52	-52	-53	-0.1	-8	-11	-16	-0.8	4
C/C(CC(=O)N1CCCC1)=N\NC(=O)c1cc2ccccc2cc1O	-5	8	13	-17	-4	0.1	-17	-4	26	-0.1	12
C/C(=N\NC(=O)c1cccc(S(=O)(=O)N2CCOCC2)c1)c1ccc(C#N)cc1	0	-3	0	9	-63	0.1	-26	9	-12	0.1	12
CCN(CC(=O)NCc1ccc(Cl)cc1)C(=O)c1ccc(C#N)cc1	-1	2	18	0	-9	-0.2	-2	8	0	-0.4	18
CC1CCN(Cc2nnc(-c3cccc(Br)c3)o2)CC1	3	-6	-145	-85	-19	0.4	13	-4	-27	-0.1	-3
O=C(Nc1ccccc1Cl)c1ccn[nH]1	-1	-8	-120	-149	-44	-0.3	2	-39	-39	-3.5	5
CCCn1c(CN2CCCCC2C)nc2c1c(=O)n(C)c(=O)n2C (stereo not drawn)	2	-2	14	-53	12	0.3	14	29	16	-0.9	-20
COc1ccc(CCN=C(N)NS(=O)(=O)c2ccc(C)cc2)cc1OC	2	-1	17	17	0	-0.1	3	14	-19	0.6	5
CCC(C)[C@H](NC(=O)[C@@H]1CSC2c3ccccc3C(=O)N21)C(=O)NC1CCCC1 (stereo partly drawn)	0	4	3	12	0	0.1	-3	0	-4	-0.4	10
